SSB-PriA inh: blocks PriA binding to SSB C-terminal tail. actives 0.6% (n = 430,000). AlphaScreen SSBct-PriA binding, biotinylated peptide. inhibition, % at 33 µM. AID 1272365; in the data active = inhibition mostly above about 37%, no sharp cut-off; inactive = mostly below about 20%;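 also: plate controls were negative control peptide for no effect and reference peptide for full effect; strong numbers were not always called active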
BH1578 lux ind: inducers of Vibrio cholerae quorum light production without autoinducers; V. cholerae BH1578 lux reporter, luminescence, 6 h; activation, % at 18.7 µM; actives 0.16% (n = 350,000); AID 588436; in the data active = activation mostly above about 9.7%, no sharp cut-off; inconclusive = no clear call, values can overlap the other calls; inactive = mostly below about 3.7%; also: not every result past the cut was called active; inactives centre near 0; reference of the scale not given here
3CLpro inhibitor: SARS-CoV 3CLpro protease inhibition; P0C6X7; AID 1706; inhibition, % at 6 µM; recombinant SARS-CoV 3CLpro, quenched FRET peptide cleavage; actives 0.14% (n = 290,000); in the data active = inhibition above about 12%
Anthrax LF prot: anthrax lethal factor protease inhibition; multiplex microsphere protease cleavage assay, LF; inhibition, % at 10 µM; actives 0.12% (n = 360,000); also: plate controls were buffer without enzyme for full effect and enzyme alone for no effect
Target sequence (P15917 whole entry, looked up): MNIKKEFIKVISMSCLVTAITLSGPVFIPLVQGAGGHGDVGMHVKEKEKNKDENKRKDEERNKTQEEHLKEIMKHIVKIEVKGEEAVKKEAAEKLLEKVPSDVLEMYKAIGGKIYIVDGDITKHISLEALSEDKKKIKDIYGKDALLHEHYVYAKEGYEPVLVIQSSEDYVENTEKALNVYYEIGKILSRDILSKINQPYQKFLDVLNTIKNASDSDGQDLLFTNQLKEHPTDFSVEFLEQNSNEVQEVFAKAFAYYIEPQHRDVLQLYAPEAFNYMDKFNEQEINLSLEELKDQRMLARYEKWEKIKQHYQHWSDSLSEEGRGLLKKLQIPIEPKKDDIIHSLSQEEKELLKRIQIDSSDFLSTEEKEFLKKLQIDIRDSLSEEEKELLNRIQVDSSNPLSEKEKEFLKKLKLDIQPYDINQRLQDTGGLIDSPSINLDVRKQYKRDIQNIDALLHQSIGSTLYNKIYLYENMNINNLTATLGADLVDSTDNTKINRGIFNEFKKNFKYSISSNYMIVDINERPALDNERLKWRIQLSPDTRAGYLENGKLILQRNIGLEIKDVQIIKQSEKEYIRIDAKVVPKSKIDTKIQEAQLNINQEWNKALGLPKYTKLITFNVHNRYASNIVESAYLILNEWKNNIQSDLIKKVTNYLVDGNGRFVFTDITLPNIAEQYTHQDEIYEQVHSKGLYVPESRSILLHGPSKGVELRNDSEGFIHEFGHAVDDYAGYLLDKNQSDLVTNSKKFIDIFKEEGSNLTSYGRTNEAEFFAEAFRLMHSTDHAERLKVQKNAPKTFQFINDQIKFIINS
DUSP3 inh: blocks human VHR1 dual specificity phosphatase; P51452; recombinant VHR phosphatase, pNPP absorbance; inhibition, % at 13.3 µM; actives 0.52% (n = 290,000); AID 1654; in the data active = inhibition above about 50%; also: some compounds called inactive have numbers as strong as hits
Target sequence (P51452 whole entry, looked up): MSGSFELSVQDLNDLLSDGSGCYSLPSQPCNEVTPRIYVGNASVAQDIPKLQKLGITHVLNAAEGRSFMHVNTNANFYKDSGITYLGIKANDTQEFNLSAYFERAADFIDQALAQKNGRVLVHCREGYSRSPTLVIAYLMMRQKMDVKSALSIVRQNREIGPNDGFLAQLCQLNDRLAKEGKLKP
BoNT-A LC inh2: blocks Botulinum neurotoxin A light chain protease; multiplex microsphere protease substrate cleavage, flow cytometry; inhibition, % at 10 µM; actives 0.17% (n = 360,000); AID 588499; also: plate controls were buffer without enzyme for full effect and enzyme alone for no effect
PfHsp40 yeast: rescue of PfHsp40-mediated yeast toxicity; S. cerevisiae expressing PfHsp40, growth rescue, ATP luminescence; growth rescue, % at 12.5 µM; AID 504582; actives 0.68% (n = 340,000); in the data active = growth rescue above about 28%, passing the limit was not always enough; inconclusive = no clear call, values can overlap the other calls;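 also: yeast W303a lacking pdr1 and pdr3 grown in galactose medium; growth measured after three days at 30 °C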
Y pestis TopoI: Y. pestis Topo-I inhibition via cleavage products. actives 0.064% (n = 360,000). activity, % at 10 µM. Y. pestis Topo-I cleavage product accumulation, plate reader. AID 504884; in the data active = activity above about 50%, passing the limit was not always enough; inconclusive = no clear call, values can overlap the other calls; also: inactives centre near 2
CCHFV vOTU inh: CCHFV vOTU protease inhibition | actives 0.55% (n = 370,000) | Pep-AMC fluorescence | inhibition, % at 11.5 µM; in the data active = inhibition above about 30%; also: 0% = vehicle wells with enzyme and 100% = no enzyme wells
TcdB inh: blocks C. difficile toxin B glycohydrolase activity; TcdB glycohydrolase enzymatic assay, plate reader; actives 0.24% (n = 350,000); inhibition, % at 9.99 µM; P18177; in the data active = inhibition above about 10%
Active calls of the source: *; i = inactive; ? = inconclusive; / = no result given. Rule as the data show it, unless noted: active = inhibition above about 30%; inconclusive = no clear call, values can overlap the other calls; inactive = below that. This is a subset; the hit share may differ from the screen's.

Every second line gives: SSB-PriA inh, BH1578 lux ind, 3CLpro inhibitor, Anthrax LF prot, DUSP3 inh, BoNT-A LC inh2, PfHsp40 yeast, Y pestis TopoI, CCHFV vOTU inh, TcdB inh
CCn1c(NC(=O)C(C)C)c(-c2cccs2)c(=O)c2ccccc21
  -9.0, i, -0.5, -1.5, -21.7, -0.2, 0.2, 5.9, 4.2, 0.5
CC(C)(C)c1ccc(CC(=O)N2CCC2(C)C(=O)NS(=O)(=O)c2ccc3c(c2)CCO3)cc1 (stereo not given)
  /, 0.1, /, -2.2, /, -0.6, /, -1.9, -1.8, -2.2
COc1ccc(S(=O)(=O)N2CCCCC2)cc1NC(=O)C1CC1C (stereo not given)
  -5.7, i, /, -1.3, /, -5.7, 0.6, -8.9, 5.5, 4.3
O=C(O)CC(SCC(=O)Nc1ccccc1)C(=O)O (stereo not given)
  -10.4, i, 2.1, -1.8, 36.4, 0.0, 1.6, -2.5, -4.4, 0.4
CCOc1cc(CNCCc2cccc(F)c2)ccc1OC
  3.3, -1.7, 5.5, -9.6, -8.2, -0.3, -1.5, 12.0, -7.0, 1.3
COc1cc2cc(Br)cc(Br)c2nc1C
  -56.6, -6.7, -1.6, -1.6, -0.5, -0.1, 1.5, -1.6, 12.9, /
COC(=O)c1sc2cc(C(F)(F)F)cnc2c1-c1cccnc1
  -4.9, -0.4, 3.3, ?, 16.3, -0.4, -0.1, 4.6, 1.1, /
Cn1c(-c2cccc(OCc3ccccc3)c2)nc2c1c(=O)[nH]c(=O)n2Cc1ccccc1
  -17.8, i, -3.3, -1.3, 10.4, -0.2, 0.2, -4.9, -11.0, /
O=C(CC1SC(=O)N(c2ccccc2)C1=O)Nc1ccccc1 (stereo not given)
  -6.3, i, -1.0, -2.7, 17.9, 0.8, 0.6, 1.4, 10.9, /
CN(C)N1C(=O)CC(NNC(=O)c2ccncc2)C1=O (stereo not given)
  -11.7, -0.3, 1.1, -0.3, -14.8, -0.4, 0.8, -1.4, 14.2, /
CCCC(=O)Nc1ccc(NC(=O)C23CC4CC(CC(C4)C2)C3)cn1
  -15.8, i, 0.3, -4.2, 3.5, -0.6, 0.2, 1.4, -3.0, /
CCOc1ccc2nc(SCC(=O)NC(=O)NCc3ccco3)sc2c1
  -1.8, -0.4, -1.0, -3.1, 18.8, -0.5, -1.5, -6.7, 6.9, /
CCOC(=O)c1sc2nc(SCC(=O)NCc3ccco3)n(Cc3ccccc3)c(=O)c2c1C
  0.9, -0.1, -4.3, -4.6, 19.2, -0.9, 1.3, 1.6, 0.3, /
O=C(C1=NN[C@@H]2C(=O)N(c3ccccc3C(F)(F)F)C(=O)[C@H]12)c1cnccn1
  -4.7, 0.6, 1.4, -5.0, 8.4, 0.8, 0.4, -2.8, -2.7, 1.3
Cc1cccc(N2CCN(C(c3ccc(N(C)C)cc3)c3nnnn3C(C)(C)C)CC2)c1C (stereo not given)
  6.4, -0.6, 1.7, -7.8, -4.7, -1.2, -0.9, 2.7, 1.6, /
CCOc1ccc(C(=O)CCC(=O)NN2C(=O)NC3(CCCCC3)C2=O)cc1
  -0.5, -0.6, /, -6.1, /, -5.9, -0.9, -1.1, -5.0, 1.0
CC(OC(=O)C12CCC(=O)N1c1ccccc1S2)C(=O)Nc1cccc(Cl)c1 (stereo not given)
  -10.9, -0.6, /, -3.4, /, -11.0, -0.4, 6.2, 9.6, 0.9
O=C1CSC(c2ccc(F)cc2)N1c1nc2ccccc2s1 (stereo not given)
  -5.8, -0.4, -0.9, -1.2, -2.8, 0.1, -1.4, -3.7, -8.7, /
COc1cccc(CNC(=O)C(=O)NCCC2CCCCN2S(=O)(=O)c2ccccc2)c1 (stereo not given)
  -2.7, i, /, -3.1, /, 0.0, -0.4, 9.2, -3.8, 1.3
COc1cccc2cc(C(=O)N3CCN(c4ncccn4)CC3)c(=O)oc12
  -3.1, -1.0, -0.1, 2.9, 9.7, 0.2, 0.7, 0.4, -1.2, /

In the list so far, two contain a CF3 group:
Every second line gives: SSB-PriA inh, BH1578 lux ind, 3CLpro inhibitor, Anthrax LF prot, DUSP3 inh, BoNT-A LC inh2, PfHsp40 yeast, Y pestis TopoI, CCHFV vOTU inh, TcdB inh
COC(=O)c1sc2cc(C(F)(F)F)cnc2c1-c1cccnc1
  -4.9, -0.4, 3.3, ?, 16.3, -0.4, -0.1, 4.6, 1.1, /
O=C(C1=NN[C@@H]2C(=O)N(c3ccccc3C(F)(F)F)C(=O)[C@H]12)c1cnccn1
  -4.7, 0.6, 1.4, -5.0, 8.4, 0.8, 0.4, -2.8, -2.7, 1.3

Carrying on:
Every second line gives: SSB-PriA inh, BH1578 lux ind, 3CLpro inhibitor, Anthrax LF prot, DUSP3 inh, BoNT-A LC inh2, PfHsp40 yeast, Y pestis TopoI, CCHFV vOTU inh, TcdB inh
CCc1ccc(NC(=S)NCC2CCCN2CC)cc1 (stereo not given)
  -10.6, -0.2, 3.9, -12.0, -8.7, 0.9, -1.7, -1.9, -10.9, 0.2
COc1ccc(NC(=O)c2ccc(CN3CCN(c4ccccc4)CC3)cc2)cc1
  -5.7, -3.4, 1.9, -0.5, 3.6, 0.0, 0.4, 8.6, -2.3, /
CCCCNc1nc(=S)[nH]c2cc(OC)c(OC)cc12
  -14.8, -0.6, 0.7, -4.2, 28.5, -1.1, -1.0, -10.3, -1.1, /
COc1cc(CNC[C@H]2O[C@@H](n3cc(C)c(=O)[nH]c3=O)C[C@@H]2O)ccc1OCc1cccc(Cl)c1
  /, i, /, -4.2, /, -0.7, /, 9.1, 4.6, 1.6
CC(C)(C)N1CC(c2nc3ccccc3n2CCOc2ccccc2)CC1=O (stereo not given)
  12.4, -0.3, -1.2, -2.1, 5.7, -0.4, 1.0, 18.7, 12.0, /
O=C1NC(=O)C(CCc2ccncc2)(Cc2ccc(OCc3ccccc3)cc2)C(=O)N1
  -12.9, -0.3, -1.5, -4.4, 0.0, -0.5, -0.4, -2.7, -1.5, 2.1
CCOc1ccc(-c2cc(C(=O)NN)[nH]n2)cc1
  2.5, -0.2, 3.7, 0.6, -3.8, -0.5, -1.2, -6.1, -3.0, 0.2
Oc1ccc(/C=N/Nc2nccnc2Cl)c(O)c1
  /, -0.3, 1.1, -16.8, 16.1, -0.6, 8.4, 2.5, 5.0, /
CCn1cc(C(=O)NCC(C)C)c(=O)c2cc(F)c(N3CCN(C)CC3)cc21
  4.1, i, 5.0, -4.6, 21.3, -0.3, /, 3.4, -11.9, 1.1
O=C(CN1CCN(C(=O)c2cccc(S(=O)(=O)N3CCCC3)c2)CC1)Nc1ccccc1Cl
  -6.0, -0.3, /, -2.8, /, 1.2, 0.2, 21.1, 0.8, 0.9
COC(=O)C(C(=O)OC)c1ccc(NC(=O)c2cccc(Cl)c2)cc1
  -0.3, -0.7, 4.9, 2.9, 25.7, -0.3, -0.7, -10.7, -1.0, -0.5
CCOC(=O)C1(CC)NC(c2cccc(F)c2)C2C(=O)N(CC)C(=O)C21 (stereo not given)
  -10.3, -2.1, 3.0, -7.3, -9.1, 0.1, 1.2, -0.3, 15.0, /
Cc1ccc(S(=O)(=O)CCC(=O)OC(C)C(=O)N2CCc3ccccc32)cc1 (stereo not given)
  -9.7, -0.3, /, 10.1, /, 1.3, 0.7, 1.3, -14.9, 0.3
COc1cc(C)c(CN2CCCCC2CO)cc1C (stereo not given)
  -12.6, i, -1.1, 1.7, 22.2, -0.6, -0.3, -4.2, -0.8, /
COc1ccccc1OCCSc1ncnc2nc[nH]c12
  0.8, -1.7, 1.9, 0.9, 14.2, -0.5, 0.5, 5.6, 6.3, /
C#CCOCCOCCOCCNc1nc(N2CCN(C(=O)CCCCCCCCCCNC(=O)Cn3cc(C[C@@H](C)O)nn3)CC2)nc(N2CCN(C(=O)CCCCCCCCCCNC(=O)[C@@H]([C@H](C)O)n3cc(C)nn3)CC2)n1
  -3.6, -0.3, /, -1.4, /, -0.4, 2.7, -4.5, /, /
COc1ccc(Cl)cc1C(=O)Nc1ccc2c(c1)OCCO2
  -27.6, i, 0.1, 4.4, 4.9, 3.5, 4.9, 3.8, 4.0, -5.9
COc1ccc(CC(=O)NNc2ncnc3c2cnn3C)cc1OC
  -8.4, -0.4, -5.7, -1.9, -3.8, -0.4, -1.2, 4.8, 2.3, -0.2
CC(C)C[C@H]1CN(CCCC[C@H]2CNC(=O)C(=O)N2CCc2ccccc2)C(=O)C(=O)N1CCC1CCCCC1
  /, /, /, 4.7, /, -0.5, /, /, 6.3, 0.9
ClC1=C(Cl)C2(Cl)C3C(Cl)C=CC3C1(Cl)C2(Cl)Cl (stereo not given)
  5.4, -0.3, /, -7.8, /, -0.6, -1.6, 9.1, -4.3, 1.6

Later entries.
Every second line gives: SSB-PriA inh, BH1578 lux ind, 3CLpro inhibitor, Anthrax LF prot, DUSP3 inh, BoNT-A LC inh2, PfHsp40 yeast, Y pestis TopoI, CCHFV vOTU inh, TcdB inh
O=C1CC(c2ccccc2)CC(O)=C1C=Nc1ccc(O)cc1 (stereo not given)
  2.3, -0.2, 4.0, -9.3, 18.2, 0.4, /, 6.8, -1.8, 8.4
C(=C\c1ccc2nncn2c1)/c1ccccc1
  /, -0.2, /, -6.6, /, -0.2, /, -3.7, -11.5, -0.4
COc1ccc(C2NS(=O)(=O)OCC2C)cc1 (stereo not given)
  -1.4, -4.0, -5.5, -9.1, 16.6, 0.1, 0.1, 3.9, /, /
O=C(Nc1ccccc1-c1ccccc1)c1cccc([N+](=O)[O-])c1
  5.5, -6.7, -1.5, -5.1, 6.4, -0.7, -0.6, -9.5, -23.0, /
COc1ccc(S(=O)(=O)NCCSCc2ccc(Cl)cc2)cc1NC(C)=O
  6.3, i, /, -5.1, /, -4.5, -0.1, 8.8, 4.0, 0.2
O=S(=O)(Nc1ccc(-c2cn3c(n2)SCC3)cc1)c1cc(F)ccc1F
  /, 1.3, /, -7.1, /, -0.7, /, 5.6, -2.2, 0.7
O=C(NC1CCCCC1)N(Cc1cc2cc3c(cc2[nH]c1=O)OCCO3)CC1CCCO1 (stereo not given)
  -8.8, 2.1, 1.8, -8.2, 29.2, ?, 1.4, 18.2, -15.7, /
COc1ccc(CCC(=O)N2CCN(S(=O)(=O)c3ccc4ccccc4c3)CC2)cc1
  -8.6, i, -1.6, -6.7, 25.9, 0.0, -0.3, 25.0, 6.8, /
OC[C@H]1O[C@H](c2nc(-c3nc(-c4cccs4)no3)cs2)C[C@@H]1O
  /, -0.8, /, 0.7, /, 0.2, /, 1.0, 7.5, 1.1
COc1ccc(S(=O)(=O)Nc2ccc(-c3ccc(N4CCCC4)nn3)cc2)cc1C
  -7.1, i, /, -0.8, /, 3.9, 2.0, 18.6, 12.5, 1.3
Cc1ccc(CNC(=O)CCCC(=O)Nc2cc(C)on2)cc1
  -18.9, 0.2, 2.8, 3.4, 11.0, -0.9, -0.4, 6.3, 13.4, 0.4
Nc1c(Cl)cnc(C(Cl)(Cl)Cl)c1Cl
  -18.2, -0.4, 3.5, 7.6, 16.7, 0.7, 2.2, -4.9, -4.6, -0.4
CCN(CC)S(=O)(=O)c1cccc(NC(=O)CCNC(=O)NC23CC4CC(CC(C4)C2)C3)c1
  -9.0, 5.6, /, 3.9, /, -0.2, 1.8, 9.1, /, /
O=C(Cn1cc([N+](=O)[O-])cn1)NC1CCCCCC1
  0.9, -0.2, 4.0, -2.5, -24.8, -0.2, -0.5, 5.3, -0.1, 1.2

From PubChem BioAssay
